mcGAS lum = inhibitors of mouse cGAS. inhibition, % at 12.5 µM. Q8C6L5. 160,000 tested, 0.15% active. recombinant cGAS, Kinase-Glo ATP depletion luminescence. AID 1259399;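 note: 0% = negative control wells and 100% = reference inhibitor with no enzyme activity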
hcGAS inh = blocks human cGAS activity; recombinant h-cGAS, ATP depletion, Kinase-Glo luminescence; inhibition, % at 12.5 µM; 290,000 tested, 0.081% active;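 note: 0% = vehicle reaction and 100% = reaction without DNA for no activity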
Target sequence (Q8N884 whole entry, looked up): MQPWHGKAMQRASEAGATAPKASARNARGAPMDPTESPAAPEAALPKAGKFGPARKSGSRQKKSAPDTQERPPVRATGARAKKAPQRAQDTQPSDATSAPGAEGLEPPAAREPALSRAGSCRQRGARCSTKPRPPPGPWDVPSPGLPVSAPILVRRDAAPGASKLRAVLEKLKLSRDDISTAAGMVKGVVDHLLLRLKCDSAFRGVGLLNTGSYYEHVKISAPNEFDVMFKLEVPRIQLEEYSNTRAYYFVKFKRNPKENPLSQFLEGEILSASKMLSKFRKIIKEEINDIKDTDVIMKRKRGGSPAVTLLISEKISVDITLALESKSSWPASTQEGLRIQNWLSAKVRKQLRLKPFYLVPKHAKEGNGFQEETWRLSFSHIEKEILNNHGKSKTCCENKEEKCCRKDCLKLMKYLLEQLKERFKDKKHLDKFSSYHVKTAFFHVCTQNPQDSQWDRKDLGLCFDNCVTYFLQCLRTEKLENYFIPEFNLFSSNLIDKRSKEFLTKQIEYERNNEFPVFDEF
NPYLR7 ag = activates Aedes aegypti NPYLR7 receptor; 270,000 tested, 0.15% active; HEK293T NPYLR7/Galpha15, GCaMP6s calcium fluorescence; AID 1259423; activation, % at 10 µM; in the data active = activation above about 40%;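 note: 0% = vehicle and 100% = reference agonist at the receptor; some compounds past the cut are filed as inactive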
The depositor's hits bear a star; x = no result given; & = joins results of further samples. Cut-off read from the data, not from the text of the source, unless noted: active = inhibition above about 40%; inactive = the rest.

Every second line gives: hcGAS inh	NPYLR7 ag	mcGAS lum
- CC(=O)NCCNC(=O)C1(C)CCN1Cc1ccccc1Cl (stereo not given)
→ -8	11	x
- CC(=O)c1[nH]c(C)c(C(=O)NC2CCCC2)c1C
→ -10	1	x
- O=S(=O)(CNC(=S)c1ccccc1)c1ccccc1
→ -9	5	x
- CC1(C)CC2CC(C)(CN2c2nc(N)c(C#N)c(CC#N)c2C#N)C1 (stereo not given)
→ -10	7	x
- Cc1cnc(-c2cccnc2)nc1C1CCCN(C(=O)/C=C/c2cccs2)C1 (stereo not given)
→ -7	4	x
- O=C1NCCc2c1[nH]c1ccc(OCc3ccccc3)cc21
→ 6	6	-6
- CC(C)CN(CCC(=O)O)c1nc(-c2ccco2)nc2cc(Cl)ccc12
→ 11	1	x
- Cc1ccc(-c2nn(-c3cc(N4CCCCC4)ccc3[N+](=O)[O-])c(=O)c3ccccc23)cc1C
→ -6	-5	-5
- CC(Nc1nc2c(c(=O)[nH]c(=O)n2C)n1CCCc1ccccc1)c1ccccc1 (stereo not given)
→ -9	0	x
- COc1ccc(C(=O)N2CCC(n3c(=O)oc4cccc(C)c43)CC2)cc1
→ -1	-17	0

7 records picked at random from the list so far:
Every second line gives: hcGAS inh	NPYLR7 ag	mcGAS lum
- CC(Nc1nc2c(c(=O)[nH]c(=O)n2C)n1CCCc1ccccc1)c1ccccc1 (stereo not given)
→ -9	0	x
- COc1ccc(C(=O)N2CCC(n3c(=O)oc4cccc(C)c43)CC2)cc1
→ -1	-17	0
- CC(=O)c1[nH]c(C)c(C(=O)NC2CCCC2)c1C
→ -10	1	x
- O=S(=O)(CNC(=S)c1ccccc1)c1ccccc1
→ -9	5	x
- Cc1ccc(-c2nn(-c3cc(N4CCCCC4)ccc3[N+](=O)[O-])c(=O)c3ccccc23)cc1C
→ -6	-5	-5
- Cc1cnc(-c2cccnc2)nc1C1CCCN(C(=O)/C=C/c2cccs2)C1 (stereo not given)
→ -7	4	x
- CC(=O)NCCNC(=O)C1(C)CCN1Cc1ccccc1Cl (stereo not given)
→ -8	11	x

Further structures:
Every second line gives: hcGAS inh	NPYLR7 ag	mcGAS lum
- Cc1nnc(NC(=O)c2ccc(C(=O)c3ccccc3)cc2)s1
→ 4	4	-5
- CCc1ccc(NC(=O)N2CCSC2c2ccc(OCc3ccccc3)cc2)cc1 (stereo not given)
→ -1	-2	-4
- Cc1cc(NC(=O)c2cc(=O)c3ccccc3o2)n(-c2nc3c(c(=O)[nH]2)CCC3)n1
→ 0	-3	-1
- O=c1ccc(Br)cn1Cc1nnc(-c2cccs2)o1
→ 3	1	x
- CS(=O)(=O)c1ccc(Cl)c(NC(=O)CSCc2ccccc2Cl)c1
→ 1	3	-6
- NC(=O)c1ccc(NC(=O)C2Cc3cc(Cl)ccc3O2)cc1 (stereo not given)
→ -9	-9	x
- CCN1CCN(c2c(CN(CCOC)S(=O)(=O)c3ccc(C)cc3)c(C)nn2-c2ccccc2)CC1
→ -7	1	-4
- C1=CC2(CC2)C2C1C1C3CC3C2C12CC2 (stereo not given)
→ 14	1	x
- Cc1n[nH]c(C)c1CCCCCCOc1ccc(F)cc1
→ -6	-7	x
- O=C(Cc1noc2ccccc12)Nc1ccc(C(F)(F)F)cc1
→ -5	-3	x

Record cards, as listed above:
NC(=O)c1ccc(NC(=O)C2Cc3cc(Cl)ccc3O2)cc1 (stereo not given) is entered as hcGAS inh = -9; NPYLR7 ag = -9; mcGAS lum = x
C1=CC2(CC2)C2C1C1C3CC3C2C12CC2 (stereo not given) is entered as hcGAS inh = 14; NPYLR7 ag = 1; mcGAS lum = x

Later entries.
Every second line gives: hcGAS inh	NPYLR7 ag	mcGAS lum
- O=C(Nc1cccc(C(F)(F)F)c1)c1ccc2nc(-c3ccccc3)c(-c3ccccc3)nc2c1
→ 0	-14	x
- Cc1ccccc1C(NC(=O)C(=O)Nc1cccn(C)c1=O)C1CCCC(C)C1 (stereo not given)
→ -11	4	-17
- COC(C)(OC)c1ccc(C#N)c(SCc2csc(Cc3ccc(Cl)c(Cl)c3)n2)n1
→ -6	3	-7
- COc1ccc2nc(SCC(=O)Nc3ccccc3F)[nH]c2c1
→ -9	-6	-6
- Cc1occc1-c1nnc(SC(C)C(=O)c2ccccc2)n1C (stereo not given)
→ -10	3	-7
- O=c1oc2cc(O)ccc2cc1-c1nnc(Nc2cccc(C(F)(F)F)c2)s1
→ -3	2	x
- CC(C)(C)c1ccccc1SCc1ccc(C(=O)N2C3CCC2CC(Oc2cccc(C(F)(F)F)c2)C3)cc1 (stereo not given)
→ -14	9	-8
- Nc1cc(-c2cccc(C(F)(F)F)c2)nn1-c1ccc(C(=O)NCCNc2ccc([N+](=O)[O-])cn2)cc1
→ -6	0	-4
- CNS(=O)(=O)c1cc(-c2nnc(Nc3ccc(OCC(N)=O)cc3)c3ccccc23)ccc1C
→ -2	-18	x
- CC(c1ccccc1)N(Cc1cc(NC(=O)C2CCC2)ccc1N(C)C)C(=O)c1ccco1 (stereo not given)
→ -5	x	-4
- CCCc1nc(N(C)Cc2nc3ccsc3c(=O)[nH]2)c2cnn(C)c2n1
→ -6	9	x
- Cc1ccc(C(O)c2ncc(-c3cccc(F)c3)[nH]2)cc1 (stereo not given)
→ -12	3	x
- COc1ccc(C(=O)N2CCSC23C(=O)N(Cc2ccccc2C)c2ccccc23)cc1 (stereo not given)
→ -5	-2	-5
- Cc1c(Cl)c([N+](=O)[O-])nn1CC(=O)Nc1ccccc1C(F)(F)F
→ -5	3	-6
- Cc1cc(C)nc(SCc2cc(=O)c(OC(=O)c3ccc4ccccc4c3)co2)n1
→ -3	-13	0
- CCOc1ccc(N2C(=O)C3C(c4ccccc4)NN(Cc4ccccc4)C3C2=O)cc1 (stereo not given)
→ -2	-1	-2
- OCCCn1cnc(-c2ccccc2)c1-c1ccc(Sc2ncn[nH]2)o1
→ -1	5	x
- CCn1ncc(NC(=O)C2C3CCC(O3)C2C(=O)O)c1C(=O)N1CCOCC1 (stereo not given)
→ -6	0	x
- CC1CCc2sc(C(=O)N3CCN(CCc4cccs4)CC3)cc2C1 (stereo not given)
→ -10	17	-16
- O=C(c1ccccc1OC(F)(F)F)N1CCC(Cc2ccc(F)cc2)CC1
→ -7	1	-8
- COC(=O)c1cccc(NC(=O)N2CCN(CC(OCc3cccc(C)c3)c3ccc(Cl)cc3)CC2)c1C (stereo not given)
→ 0	4	2
- CC1=C(C(=O)OCCc2ccccc2)C(c2ccccc2Cl)NC(=O)N1C (stereo not given)
→ -9	1	-4
- COC(=O)CCCC(=O)NCC1Cc2cc(C(=O)OC)ccc2O1 (stereo not given)
→ 0	6	-4
- CC1(C(=O)NCc2ccccc2Br)CCN1C(=O)c1ccco1 (stereo not given)
→ -6	4	x
- CCOc1nc(-c2ccc(C)cc2)n(-c2cccc(NC(=O)Nc3ccc(F)cc3F)c2)n1
→ -2	2	-5
- COC(=O)C1Cc2ccccc2CN1Cn1c(SC)nc2ccccc21 (stereo not given)
→ 0	5	x
- Oc1ccccc1-c1nc(Cl)c2ccccc2n1
→ 10	7	3
- C=c1ccccc1=c1[nH]/c(=C/c2coc3ccc(Cl)cc3c2=O)c(=O)o1
→ -2	-1	x
- O=C(NC(c1ccc2c(c1)OCO2)c1ccccn1)C1CCN(Cc2ccc(Cl)c(Cl)c2)CC1 (stereo not given)
→ -4	5	-2
- O=C(C1CC1)N1C[C@H]2[C@H](O)[C@@H]3C[C@H](c4ccc(F)cc4)[C@@H](O3)[C@H]2C1
→ -12	8	-2
- CCN(CC)C(=O)Oc1ccc2c(ccn2Cc2ccccc2Cl)c1NC(=O)C(C)Oc1ccccc1 (stereo not given)
→ -5	-1	-7
- COc1ccc(Cc2nnc(N3CCCC3)[nH]c2=O)cc1
→ 3	5	x
- CNC(=O)[C@@H]1C[C@@H](N)CN1C(=O)CCc1ccc(-c2ccc(C)cc2)o1
→ -6	3	x
- CC(=O)Nc1cccc(C(=O)N2CCOC(COc3cccc(C(F)(F)F)c3)C2)c1 (stereo not given)
→ -5	-8	-6
- CCC(CN1CCCC1)NC(=O)Nc1nc(C)c(C)s1 (stereo not given)
→ -5	10	x
- Cc1cc2nc(Cc3ccccc3)n(CC(=O)O)c2cc1C
→ -5	24	x
- O=C1N[C@H](C(=O)O)CS1
→ -4	-9	x
- Cn1cc(CN2CCC(N3CCSCC3)CC2)c(-c2ccc(Oc3ccccc3)cc2)n1
→ -8	29	-10
- Cc1ccc(NC(=O)CNC(=O)C2CC(=O)N(CC(C)C)C2)c(F)c1 (stereo not given)
→ -7	0	-18
- CCC(C)NC(=O)Cn1nc(C)c([N+](=O)[O-])c1C (stereo not given)
→ -8	12	-5
- O=C(/C=C/c1ccccc1)N(CC(=O)N1CCc2sccc2C1c1ccc(Cl)cc1Cl)CC1CCCO1 (stereo not given)
→ -2	10	-3
- COc1ccccc1C=C1SC(=S)N(CCC(=O)Nc2nnc(C)s2)C1=O
→ -5	-5	-8
- CCOCC(=O)N1CCN(C23CC4CC(CC(C4)C2)C3)CC1
→ 6	14	x
- Cc1nc(CN2CCN(C(=O)c3cn(CCN4CCCCC4)nn3)CC2)cs1
→ 0	2	-8
- Cc1nc(C)c(C(=O)N2CCN(c3ccc4nnc(-c5ccco5)n4n3)CC2)s1
→ 1	2	x
- CC(O)CN1CCN(C(=O)C2CCCN(c3nccs3)C2)CC1 (stereo not given)
→ -11	7	x
- O=S(=O)(Nc1nc2ccccc2s1)c1ccccc1
→ -6	13	x
- Cc1cc(NC(=O)C2CC2)n(-c2nc3c(cnn3-c3ccccc3)c(=O)[nH]2)n1
→ -2	x	-5
- CCCCOc1ccccc1-c1cc(C(=O)N/N=C\c2cccnc2)[nH]n1
→ -4	6	x
- C=CCc1cccc(/C=N\NC(=O)CSc2nnc(-c3ccccc3)n2-c2ccccc2)c1O
→ -1	-4	x

The list continues.
Every second line gives: hcGAS inh	NPYLR7 ag	mcGAS lum
- CCOC(=O)N1CCN(C(c2ccc(F)cc2)C2Sc3nc(-c4ccco4)nn3C2=O)CC1 (stereo not given)
→ -4	2	-6
- CN(C)c1ccccc1-c1cc(N2CCN(S(=O)(=O)c3ccc(Cl)cc3)CC2)ncn1
→ 2	-9	x
- O=c1c(-n2nnc3ccccc32)c2oc3ccccc3nc-2c2ccccc12
→ -2	10	-3
- CCOC(=O)Cn1c(=O)c2c(nc3n2CCCN3c2ccc(OCC)cc2)n(C)c1=O
→ 4	9	x
- O=C1C=C(/C=C/c2cccs2)C[C@H](c2cccs2)[C@H]1n1cnc([N+](=O)[O-])n1
→ -5	6	-3
- COc1ccc(NC(=O)c2cnn3c(C(F)(F)F)cc(-c4ccco4)nc23)c(OC)c1
→ 0	-6	1
- Fc1ccccc1Cc1noc(CN2CCC(Oc3ccccc3F)CC2)n1
→ -9	4	-11
- CC(C)Cn1c(SCC(=O)Nc2ccccc2)nnc1-c1ccco1
→ -6	-7	x
- O=C(c1ccc2ncsc2c1)N1CCc2c(sc3[nH]c(=O)n(Cc4ccccc4)c(=O)c23)C1
→ 0	-4	-1
- Cc1c(CN(C)Cc2ccc3nsnc3c2)c(=O)n(-c2ccccc2)n1C
→ -3	7	-16
- CCOC(=O)c1c(C)[nH]c(C(=O)C(C)N2C(=O)CC3(CCCC3)C2=O)c1C (stereo not given)
→ -1	-1	x
- CC(=O)Oc1ccc(C(=O)N2CCN(c3cccc(Cl)c3)CC2)cc1
→ -6	0	x
- O=c1cc(CN2CCOC(Cc3cccc(C(F)(F)F)c3)C2)[nH]c(=O)[nH]1 (stereo not given)
→ -8	8	-17
- COc1ccc(CNC(=O)c2sc(=O)n(Cc3c(C)cccc3C)c2C)cc1
→ -6	14	x
- CC(C(=O)N1CCN(C(=O)c2ccco2)CC1)N1C(=O)NC2(CCCCC2C)C1=O (stereo not given)
→ -12	0	x
- CCCCN(CC(=O)N(Cc1cccn1Cc1ccccc1)C1CC1)C(=O)c1cccc(F)c1
→ -6	-12	-4
- Cc1ccc(-c2cn(CCCSc3nnc(C)s3)nn2)o1
→ -5	4	-14
- CN1C(=O)C[C@@H](C(=O)N[C@@H]2C[C@H]3CC[C@]2(C)C3(C)C)[C@@H]1c1cccnc1
→ -1	9	x
- O=C1CC(c2cccnc2N2CCOCC2)c2cnn(-c3ccccc3)c2N1 (stereo not given)
→ -5	14	x
- Cc1c[nH]c(CN2CCCC3(CCC(=O)N(CCC(C)C)C3)C2)c(C)c1=O (stereo not given)
→ -5	x	-5
- Cc1cc(C)n(-c2cccc(CN(C)C(=O)Cn3nnnc3CN3CCCC3)c2)n1
→ -5&-9	2&13	x
- CCN(C(C)=O)c1nc(COC(=O)CN2C(=O)C3CC=CCC3C2=O)cs1 (stereo not given)
→ 1	-2	x
- CCC(=O)N1CCN(c2nccc(-c3ccc4c(c3)OCO4)n2)CC1
→ -8	-6	-7
- CC(Sc1nnc(-c2ccccc2)n1C)c1cccc([N+](=O)[O-])c1 (stereo not given)
→ -7	21	x
- COc1cccc(-n2cc(CN(C)Cc3cnc(N(C)C)nc3)cn2)c1
→ -6	5	x
- COc1cc(OC)nc(C(NC(=O)C2CCN(Cc3cccc(C(F)(F)F)c3)CC2)c2ccc(F)cc2)n1 (stereo not given)
→ -4	7	-3
- Cc1ccc(C2=Nc3nnnn3C(c3ccc(Cl)cc3)C2)cc1 (stereo not given)
→ -4	6	x
- CC(C)NC[C@H](O)COc1ccc(CC(N)=O)cc1
→ -2&1	-2&3	-3&-2
- CN(C)CCN(Cc1cc(N)ccc1N(C)C)C(=O)c1ccc(F)cc1
→ -10	-1	x
- CCn1nnnc1SCC(=O)Nc1ccc(N2CCCCCC2)cc1
→ -8	3	x
- Cn1cccc1-c1nnc(SCc2ccncc2)o1
→ -8	6	-2
- Cc1cccc(CN(C(=O)c2ccc(F)cc2)C2CCC(NC(=O)C3CCN(S(C)(=O)=O)CC3)CC2)c1 (stereo not given)
→ -7	1	-6
- COC(=O)C[C@@H]1O[C@H](CNC(=O)c2ccc(C)cc2)[C@@H](O)[C@H]1O
→ -2	-7	-5
- C#CCN(C)C(=O)c1ccc(OCC(N)=O)cc1
→ -3	14	x
